# SENP8 block: human SENP8 protease inhibitors, primary screen, biochemical, fluorescence, Nedd8 protein substrate, uHTS. inhibition, % at 20 µM. 360,000 tested, 0.64% active. recombinant SENP8. AID 602440, 2012; in the data active = inhibition mostly above about 40%, no sharp cut-off; inactive = mostly below about 27%
# Target sequence (Q96LD8 whole entry, looked up): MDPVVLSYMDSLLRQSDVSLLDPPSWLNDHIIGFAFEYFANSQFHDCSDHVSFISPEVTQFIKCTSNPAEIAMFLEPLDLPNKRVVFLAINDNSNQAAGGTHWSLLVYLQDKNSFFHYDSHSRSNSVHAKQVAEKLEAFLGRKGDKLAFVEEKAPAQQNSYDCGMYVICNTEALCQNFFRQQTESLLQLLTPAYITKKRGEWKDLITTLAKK
# ATG4B inhibitor: ATG4B protease inhibitors, primary screen, biochemical, fluorescence, uHTS | 340,000 tested, 0.51% active | inhibition, % at 8.33 µM | ATG4B cleavage of LC3-PLA2, NBD-HPC fluorescence, 1 h | Cysteine protease ATG4B (Homo sapiens), Q9Y4P1; in the data active = inhibition above about 40%
# MPTP inh: mitochondrial permeability transition pore inhibitors, primary screen, biochemical, isolated mouse mitochondria, absorbance; inhibition, % at 10 µM; AID 602449, 2012; 360,000 tested, 1.4% active; Ca2+ swelling absorbance, 30 min;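 active = inhibition of 50% or more, scaled per plate between neutral and stimulator controls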;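 also: 0% = DMSO wells given calcium and 100% = 1 mM EGTA wells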
# hIAP act: human IAP activators, primary screen, biochemical, luminescence, uHTS | Intestinal-type alkaline phosphatase (Homo sapiens), P09923 | 330,000 tested, 0.16% active | purified human IAP, CDP-Star luminescence, 30 min; stronger effect = higher value; 1 = vehicle-only enzyme, 0 = enzyme-free background | activation factor at 10 µM;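 active = activation factor of the enzyme at least 2-fold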; also: the source names both 10 and 20 µM as test concentration; values of inactives mirror those of a sister screen read the other way
# Target sequence (P09923 whole entry, looked up): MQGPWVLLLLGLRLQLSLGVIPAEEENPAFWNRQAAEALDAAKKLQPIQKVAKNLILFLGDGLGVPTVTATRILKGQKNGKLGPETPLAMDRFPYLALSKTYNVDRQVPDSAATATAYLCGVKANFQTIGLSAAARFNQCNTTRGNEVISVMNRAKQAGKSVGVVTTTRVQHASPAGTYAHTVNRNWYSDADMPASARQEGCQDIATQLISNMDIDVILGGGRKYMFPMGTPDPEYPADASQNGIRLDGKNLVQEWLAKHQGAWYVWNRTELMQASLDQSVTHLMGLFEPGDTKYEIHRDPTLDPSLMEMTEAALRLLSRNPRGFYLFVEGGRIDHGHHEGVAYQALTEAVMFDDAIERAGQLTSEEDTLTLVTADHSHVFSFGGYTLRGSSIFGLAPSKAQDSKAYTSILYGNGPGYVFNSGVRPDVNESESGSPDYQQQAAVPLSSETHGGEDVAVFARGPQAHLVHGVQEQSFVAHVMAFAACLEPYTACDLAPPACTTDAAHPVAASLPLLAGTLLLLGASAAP
# PfGluPho inh: PfG6PD enzyme inhibitors, primary screen, biochemical, fluorescence intensity, uHTS; glucose-6-phosphate dehydrogenase-6-phosphogluconolactonase (Plasmodium falciparum 3D7); PfGluPho enzyme, NADPH resazurin-diaphorase fluorescence; inhibition, % at 20 µM; 350,000 tested, 0.78% active; AID 504690, 2011;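 active = inhibition reaching at least a set limit at 20 µM in the primary screen, cut at about 59% in these data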;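 also: 0% = DMSO wells with substrate and 100% = DMSO wells lacking glucose-6-phosphate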
# SENP1 inh: human SENP1 catalytic domain inhibitors, primary screen, biochemical, FRET, uHTS; inhibition, % at 10 µM; 360,000 tested, 0.21% active; recombinant SENP1 catalytic domain, CyPet-SUMO1-YPet FRET cleavage; Sentrin-specific protease 1 (Homo sapiens), Q9P0U3;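 active = inhibition at least 30% at 10 µM, raw YFP signal under a set limit, fluorescence ratio 0.5 to 1.5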;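 also: 0% = enzyme with DMSO and 100% = no enzyme wells; some results filed as inactive read as strong as hits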
# Target sequence (Q9P0U3 419-644 limits assumed): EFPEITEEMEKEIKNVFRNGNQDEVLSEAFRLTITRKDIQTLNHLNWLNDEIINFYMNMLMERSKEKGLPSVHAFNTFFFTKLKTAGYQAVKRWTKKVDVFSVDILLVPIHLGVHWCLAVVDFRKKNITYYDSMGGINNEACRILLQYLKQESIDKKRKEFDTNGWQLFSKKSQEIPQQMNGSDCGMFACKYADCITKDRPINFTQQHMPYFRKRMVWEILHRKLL
#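 Test system: human SENP1 catalytic domain; medium: Tris pH 8 buffer plus EDTA, NaCl, BME, BSA, NP40, catalase; incubation: 50 min reaction at room temperature; technique: FRET, CFP and YFP emission; controls: no-enzyme low control and enzyme-plus-DMSO high control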
# SENP6 block: SENP6 protease inhibitors, primary screen, biochemical, luminescence, uHTS. Sentrin-specific protease 6 (Homo sapiens), Q9GZR1. Recombinant SENP6 catalytic domain, aminoluciferin luminescence. inhibition, % at 10 µM. 330,000 tested, 1.8% active;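 active = inhibition above about 50% at the single tested dose, limit read from the data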;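 also: plate controls were DMSO wells with enzyme for no effect and DMSO wells lacking enzyme for full effect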
# NR3A LBD binder: binders of NR3A ligand-binding domain, primary screen, biophysical, differential scanning fluorimetry, uHTS; AID 1259313, 2017; 340,000 tested, 2.5% active; Tm shift relative to glycine control, % at 25 µM; Glutamate receptor ionotropic, NMDA 3A (GRIN3A) ligand-binding domain; NR3A LBD differential scanning fluorimetry, Tm shift; 0% = protein alone, 100% = glycine-bound protein;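 active = melting temperature shift of at least 10% of the positive control shift, at one fixed dose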
# Starred values were filed as active, the others as inactive; x = no result given.
no.	SMILES	PfGluPho inh	hIAP act	SENP1 inh	NR3A LBD binder	ATG4B inhibitor	MPTP inh	SENP8 block	SENP6 block
1	O=C(NCc1ccccc1F)C1CCCN(c2cnccn2)C1 (stereo not drawn)	-14	0.99	1	0	2	-0.2	-192	13
2	O=C(NC(Cc1ccccc1)C(=O)N1CCN(c2ccc(F)cc2)CC1)c1ccccc1 (stereo not drawn)	11	x	3	x	x	-1.2	8	x
3	O=C(/C=C/NNC(=O)c1ccc(Cl)cc1)c1ccccc1	-8	0.88	1	-30	1	15	39*	-1
4	CC(C)OP(=O)(OC(C)C)/C(C=O)=N\Nc1ccc([N+](=O)[O-])cc1	11	0.78	-7	0	-1	2.6	10	-2
5	COc1cc(OC)cc(C(=O)NC(C(=O)N2CCC2)C(C)C)c1 (stereo not drawn)	-8	0.89	1	-1	8	0.0	14	2
6	Cc1ccc(S(=O)(=O)Nc2cc(C)cc(CCNC=O)c2C)cc1	16	x	2	-2	-1	-0.8	10	x
7	O=C(COc1ccccc1)NCC(=O)N/N=C/c1cccs1	17	0.95	1	-3	1	0.4	26	3
8	CCOC(=O)Cc1ccc(NC(=O)c2ccc([N+](=O)[O-])cc2)cc1	-1	0.92	0	-1	-6	-1.2	14	5
9	O=C1OC(N2C(=O)CC[C@H]2C(=O)Nc2ccc3c(c2)OCO3)c2ccccc21 (stereo partly drawn)	1	0.93	4	1	-3	2.0	23	-4
10	O=C1N=C(c2ccccc2)S/C1=C\c1cccs1	63*	1	0	-1	4	-0.6	11	-6
11	COCCN(CC(=O)Nc1cc(Cl)ccc1-n1cncn1)Cc1nc2ccccc2c(=O)[nH]1	12	1.7	-4	0	-5	-2.0	-1	2
12	COc1ccc(CNC(=O)COc2ccc(OC)cc2)cc1	2	1.1	-1	1	-3	0.0	15	-9
13	CCOC(=O)C[C@H]1c2ccccc2S(=O)(=O)N1Cc1ccc(Cl)cc1	12	0.93	0	13*	-6	0.2	-7	-6
14	CCn1c(SCC(=O)NCCc2ccccc2)nc2c([nH]c3ccccc32)c1=O	15	1.2	3	-5	8	0.0	-26	-5
15	O=C(O)CCc1ccc(-c2ccccc2)n1Cc1ccco1	-25	0.84	-6	-6	2	-0.4	-149	-5
16	Cc1nc(SCCC(=O)O)c2cc(-c3ccccc3)sc2n1	-18	0.93	0	0	-15	-3.1	-83	72*
17	COc1cc2c(-c3ccc4cc[nH]c4c3)c(-c3ccc(C#N)cc3)oc(=O)c2cc1OC	17	1.1	-3	1	2	0.0	-480	-14
18	C[C@@H](C(=O)Nc1cc(C(F)(F)F)ccc1N1CCOCC1)N1C(=O)C2CC=CCC2C1=O (stereo partly drawn)	-2	x	2	-2	-9	0.3	8	x
19	CCOc1cc(C2NC(=O)NC(c3ccccc3)=C2C(=O)c2ccccc2)c(Br)cc1OCC(=O)O (stereo not drawn)	-14	0.91	-11	0	-1	-1.1	-3	1
20	COc1ccc(C2C(C(=O)N3CCC(C(N)=O)CC3)CC(=O)N2c2ccc(OC)cc2)cc1 (stereo not drawn)	-16	1	0	0	6	-4.5	13	-6
21	N#C/C(=C\c1ccc(N2CCOCC2)o1)C(=O)Nc1ccc(O)cc1	5	0.77	-22	-13	-10	-0.8	31	-3
22	Cc1nn(Cc2c(F)c(F)c(F)c(F)c2F)c(C)c1NC(=O)c1ccc(COc2ccc(Cl)cc2Cl)o1	12	1.1	2	1	88*	7.3	2	5
23	CC(=O)NCCSC(=O)c1ccc(F)cc1	5	0.9	1	0	-6	-2.1	7	-14
24	NC(=O)CSc1ncnc2c1nnn2Cc1ccc(F)cc1	-2	1.1	4	0	-2	0.5	11	-14
25	CCc1ccccc1NC(=O)c1cc(-c2cccs2)on1	1	0.98	1	1	8	0.2	6	-18
26	CCO[C@H]1OC(C(=O)N2CCN(Cc3ccc4c(c3)OCO4)CC2)=C[C@@H](c2ccc(C(F)(F)F)cc2)[C@@H]1CCCO	19	0.89	1	-8	-12	-0.2	19	-1
27	O=C(COc1ccccc1Cl)Nc1nnc(S(=O)(=O)N2CCCC2)s1	-31	0.97	-3	0	1	0.6	-24	-2
28	Cc1noc(C)c1NC(=O)N(C)C[C@H]1Oc2ccc(NC(=O)Nc3ccc4c(c3)OCO4)cc2C(=O)N([C@H](C)CO)C[C@@H]1C	18	0.93	-2	0	1	0.5	-2	10
29	Nc1nonc1-n1nnc(C(=O)N/N=C/c2cccc(Cl)c2)c1CSc1ccccc1	-13	0.91	-1	6	3	7.2	4	-54
30	CCn1c(SCC(=O)Nc2ccc(F)cc2F)nc2c(c1=O)SCC2	-13	0.93	-3	-7	1	-1.3	7	-15
31	C[C@H](NC(=O)CCCOc1ccc(Cl)cc1Cl)c1nnc2ccccn12	-2	1.1	2	1	3	2.1	2	-2
32	CN(C(=O)c1cc(-c2ccc3c(c2)OCO3)on1)c1ccccc1	8	1.1	1	0	-8	-1.4	-2	38
33	COc1ccccc1C(=O)N/C(=C\c1cn(S(=O)(=O)N(C)C)c2ccccc12)C(=O)NCCN1CCOCC1	5	1.1	0	-2	-4	-1.9	3	17
34	CC1(C)CC(NC(=O)COc2cc3oc(=O)c4c(c3cc2Cl)CCC4)CC(C)(C)N1	-1	1.3	-3	-8	11	0.7	-74	-3
35	O=C(NN1c2ccccc2CCc2ccccc21)c1ccccc1Br	8	0.98	-1	-1	-8	0.5	5	-10
36	COC(=O)c1cc(C)sc1NC(=S)N1CCN(CCc2ccccc2)CC1	17	1.1	-3	-1	4	9.9	7	6

# Of the compounds above, 9 contain four or more nitrogen atoms:
no.	SMILES	PfGluPho inh	hIAP act	SENP1 inh	NR3A LBD binder	ATG4B inhibitor	MPTP inh	SENP8 block	SENP6 block
1	O=C(NCc1ccccc1F)C1CCCN(c2cnccn2)C1 (stereo not drawn)	-14	0.99	1	0	2	-0.2	-192	13
11	COCCN(CC(=O)Nc1cc(Cl)ccc1-n1cncn1)Cc1nc2ccccc2c(=O)[nH]1	12	1.7	-4	0	-5	-2.0	-1	2
14	CCn1c(SCC(=O)NCCc2ccccc2)nc2c([nH]c3ccccc32)c1=O	15	1.2	3	-5	8	0.0	-26	-5
24	NC(=O)CSc1ncnc2c1nnn2Cc1ccc(F)cc1	-2	1.1	4	0	-2	0.5	11	-14
27	O=C(COc1ccccc1Cl)Nc1nnc(S(=O)(=O)N2CCCC2)s1	-31	0.97	-3	0	1	0.6	-24	-2
28	Cc1noc(C)c1NC(=O)N(C)C[C@H]1Oc2ccc(NC(=O)Nc3ccc4c(c3)OCO4)cc2C(=O)N([C@H](C)CO)C[C@@H]1C	18	0.93	-2	0	1	0.5	-2	10
29	Nc1nonc1-n1nnc(C(=O)N/N=C/c2cccc(Cl)c2)c1CSc1ccccc1	-13	0.91	-1	6	3	7.2	4	-54
31	C[C@H](NC(=O)CCCOc1ccc(Cl)cc1Cl)c1nnc2ccccn12	-2	1.1	2	1	3	2.1	2	-2
33	COc1ccccc1C(=O)N/C(=C\c1cn(S(=O)(=O)N(C)C)c2ccccc12)C(=O)NCCN1CCOCC1	5	1.1	0	-2	-4	-1.9	3	17

# Full records, looked up by structure:
# Listed for `O=C(COc1ccccc1Cl)Nc1nnc(S(=O)(=O)N2CCCC2)s1` : PfGluPho inh = -31; hIAP act = 0.97; SENP1 inh = -3; NR3A LBD binder = 0; ATG4B inhibitor = 1; MPTP inh = 0.6; SENP8 block = -24; SENP6 block = -2
# Listed for `CCn1c(SCC(=O)NCCc2ccccc2)nc2c([nH]c3ccccc32)c1=O` : PfGluPho inh = 15; hIAP act = 1.2; SENP1 inh = 3; NR3A LBD binder = -5; ATG4B inhibitor = 8; MPTP inh = 0.0; SENP8 block = -26; SENP6 block = -5

# (continued)
no.	SMILES	PfGluPho inh	hIAP act	SENP1 inh	NR3A LBD binder	ATG4B inhibitor	MPTP inh	SENP8 block	SENP6 block
37	Cn1c(-c2ccc(F)cc2)cc2onc(-c3c(F)cccc3Cl)c2c1=O	10	1	x	-1	1	x	x	2
38	Cc1occc1C(=O)N1CCCC(Nc2ccc(F)c(F)c2)C1 (stereo not drawn)	12	1.1	1	-1	2	1.5	9	-4
39	COC(=O)CSc1nc(C)cc(Oc2ccccc2)n1	21	0.97	2	0	-8	-1.8	5	7
40	O=C(CSCc1ccc(Cl)cc1)Nc1ccccc1O	28	0.86	3	-1	-7	0.2	5	-4
41	O=C(CN1CCCc2ccccc21)N/N=C/c1c(O)ccc2ccccc12	1	1.2	-24	9	-8	95*	-36	2
42	Cc1ccc(/C=N/NC(=O)c2cccc(S(=O)(=O)Nc3ccccc3Cl)c2)s1	94*	0.96	3	-5	11	4.9	-2	-18
43	CC(C)Sc1nc2ccccc2n1CC(=O)O	-16	0.97	3	0	-1	-1.0	-3	8
44	COc1ccc(C2/C(=C(/O)c3ccc(F)cc3)C(=O)C(=O)N2CCCN(C)C)cc1 (stereo not drawn)	7	x	3	0	1	-0.3	21	x
45	CCCC(=O)N(c1ccc(OCC)cc1)S(=O)(=O)c1ccc2c3c(cccc13)C(=O)N2C	-2	0.98	-30	-5	-5	0.8	-405	-6
46	CCN1CCCC1CNCC(=O)Nc1ccc(OC(F)(F)F)cc1 (stereo not drawn)	-15	1.2	2	0	-1	1.2	17	-7
47	COc1ccc(/C=N\NC(=O)c2ccc([N+](=O)[O-])c(C)c2)cc1COc1ccccc1C(N)=O	1	0.9	2	2	-2	0.7	16	-17
48	CCCC(C)C(=O)Nc1ccc(S(=O)(=O)Nc2nccs2)cc1 (stereo not drawn)	-15	1	2	2	-4	-1.4	2	-2
49	O=C(NCc1ccccc1)N1CCOCC1	4	1.2	1	-1	-2	2.1	16	-26
50	COc1cc(NC(c2ccccc2)c2ccccc2)cc(OC)c1OC	36	1.1	0	0	-6	-4.1	19	12
51	O=C(CSc1nc2scc(-c3ccccc3)c2c(=O)[nH]1)NCCc1ccccc1	-16	0.96	0	-3	14	0.5	4	-16
52	O=C1CC2CCCN2C=C1I (stereo not drawn)	19	1.1	-14	1	-10	-2.2	17	8
53	Cc1ccc(NS(=O)(=O)c2cccc(C(=O)NNC(=O)NC3CCCCC3)c2)c(C)c1	-4	0.99	1	-3	3	1.4	20	12
54	CCOC(=O)N1CCN(C(=O)CCNS(=O)(=O)c2ccc(C)c(C)c2)CC1	-3	1.1	5	2	-6	0.1	30	-10
55	COc1ccc(NC(=O)CCCN2C(=O)C(c3ccccc3)Oc3cccnc32)c(OC)c1 (stereo not drawn)	-1	1.1	1	-1	5	-0.7	5	-6
56	CCOC(=O)C1OC2(CCCC2)OC1C(=O)OCC (stereo not drawn)	-7	x	-1	-1	13	-2.9	-2	x
57	CC(=O)c1c(N2CCN(c3cccc(Cl)c3)CC2)nc(=S)n(-c2ccccc2)c1C	22	0.99	-70	-4	13	-0.6	19	-5
58	O=C(NCc1ccco1)c1cccc(S(=O)(=O)N2CCN(Cc3ccccc3)CC2)c1	-19	1	-2	-5	-11	-1.5	8	-3
59	Cc1sc(NC(=O)C2CCCC2)c(C#N)c1C	36	0.91	0	10	-2	0.6	20	-10
60	COCCNC(=O)c1cc(C)ccc1C	11	1.1	5	-1	-5	2.1	4	5

# Screening results (PubChem)
